# U2OS ROS induce – ROS inducers in U2OS cancer cells, primary screen, cell-based, H2DCF-DA fluorescence | U2OS ROS induction | ROS induction (% of piperlongumine), % at 10 µM | 46,000 tested, 2% active; in the data active = ROS induction above about 79%, passing the limit was not always enough; inconclusive = no clear call, values can overlap the other calls;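 also: 0% = DMSO vehicle median and 100% = reference compound median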
# * hit, by the source's call; ? = inconclusive.
SMILES,U2OS ROS induce
CCCCS(=O)(=O)NC1=NCN(Cc2ccco2)CN1,-8
C[C@@H]1CN([C@H](C)CO)C(=O)Cc2cc(NC(=O)Nc3ccc4c(c3)OCO4)ccc2O[C@@H]1CN(C)S(=O)(=O)c1ccc(Cl)cc1,7
Cc1noc(C)c1NC(=O)Nc1ccc2c(c1)C(=O)N([C@@H](C)CO)C[C@H](C)[C@@H](CN(C)Cc1ccccc1)O2,-3
Cc1noc(C)c1NC(=O)N(C)C[C@@H]1Oc2c(NS(=O)(=O)c3ccccc3)cccc2C(=O)N([C@@H](C)CO)C[C@H]1C,-9
CNC[C@H]1OCCCC[C@@H](C)Oc2ccc(NC(=O)Cc3ccccc3)cc2C(=O)N([C@H](C)CO)C[C@@H]1C,6
N#Cc1ccc(/C=N/NC(=O)c2ccccc2O)cc1,67
Cc1ccc(-c2nc(S(=O)(=O)c3ccc(F)cc3)c(SCC(N)=O)o2)cc1,-3
C[C@@H]1CN([C@@H](C)CO)C(=O)c2cccc(NC(=O)C3CC3)c2O[C@H]1CN(C)C(=O)Nc1ccccc1,-13
COCCNS(=O)(=O)c1ccc(F)c(OC)c1,-8
C[C@H]1CN([C@@H](C)CO)C(=O)Cc2cc(NC(=O)Nc3cccc4ccccc34)ccc2O[C@H]1CN(C)Cc1ccc(C(=O)O)cc1,-26
COc1ccc(CCNc2nc(C)cc(C)n2)cc1OC,-5
C[C@@H]1CN([C@@H](C)CO)C(=O)c2cc(NS(=O)(=O)c3cccs3)ccc2O[C@H]1CN(C)S(C)(=O)=O,-6
CC(CC(C)O[C@@H]1O[C@H](CO)[C@@H](O)[C@H](O)[C@H]1O)OC(=O)/C=C/c1ccc(O)cc1 (stereo partly specified),-6
C[C@@H]1CN([C@H](C)CO)C(=O)c2cccc(NC(=O)Nc3ccc(C(F)(F)F)cc3)c2O[C@H]1CN(C)Cc1ccc2c(c1)OCO2,21
O=C1O[C@@H](c2ccccc2)[C@@H](c2ccccc2)N2[C@@H](c3ccc(O)cc3)[C@]3(C(=O)Nc4ccc(C#CC5=CCCCC5)cc43)[C@@H](C(=O)N3CCCCCCC3)[C@H]12,2
Cc1ccc(S(=O)(=O)Nc2ccc3c(c2)C(=O)N([C@H](C)CO)C[C@H](C)[C@H](CN(C)CC2CC2)O3)cc1,11
CC(C)NC(=O)N(C)C[C@H]1Oc2ccc(NS(=O)(=O)c3cccs3)cc2C(=O)N([C@H](C)CO)C[C@H]1C,7
C[C@@H]1CN([C@@H](C)CO)C(=O)c2cccc(N(C)C)c2O[C@@H]1CN(C)C(=O)Nc1ccc(F)cc1,-7
COc1ccc2c(c1OC)C(=O)OC2C1c2c(cc3c(c2OC)OCO3)CCN1C (stereo unspecified),13
C=CCN1C(=O)C(Cc2ccc(O)cc2)NC1=S (stereo unspecified),-11
C[C@H](CO)N1C[C@H](C)[C@H](CN(C)C(=O)NC2CCCCC2)Oc2ncc(-c3cc4ccccc4o3)cc2C1=O,69
Cc1[nH]n(-c2ccccc2)c(=O)c1/C=C1\C=NN=C1c1ccccc1,106*
COc1ccc([N+](=O)[O-])cc1NC(=O)CN(c1cc(C)ccc1C)S(C)(=O)=O,6
CCOC(=O)c1sc(N)c(C(=O)OCC)c1C,3
Cc1cc(C(=O)c2ccccc2)ccc1OC(=O)COc1ccccc1[N+](=O)[O-],4
# Going on with the list:
SMILES,U2OS ROS induce
COc1cc(C)nc(NC(=O)COc2ccc(Cl)cc2C)n1,4
COc1ccc(NC(=O)N(C)C[C@H]2Oc3ccc(NC(=O)CCN4CCOCC4)cc3CC(=O)N([C@@H](C)CO)C[C@H]2C)cc1,-7
C[C@H]1CN([C@@H](C)CO)C(=O)c2cccc(NC(=O)c3ccc(-c4nccs4)cc3)c2O[C@H]1CN(C)C,16
COc1cc2ccc(=O)oc2c(CC=C(C)C)c1OC,8
Cc1ccc(S(=O)(=O)N(C)CC(=O)Nc2ccc(C)c(C)c2)cc1,-7
C[C@@H]1CCCCO[C@@H](CN(C)C(=O)CCC(F)(F)F)[C@@H](C)CN([C@H](C)CO)C(=O)c2cc(NS(C)(=O)=O)ccc2O1,8
COc1ccc(S(=O)(=O)N(C)C[C@H]2Oc3c(NC(=O)C4CCCCC4)cccc3C(=O)N([C@H](C)CO)C[C@H]2C)cc1,-7
CC(C)NC(=O)N(C)C[C@H]1Oc2ccc(NS(C)(=O)=O)cc2CC(=O)N([C@@H](C)CO)C[C@@H]1C,-8
COc1cccc2c1C(=O)CC(c1ccccc1)O2 (stereo unspecified),-3
CC(C)=CCC[C@H](C)C/C=N/NC(=O)CCCCCCC(=O)Nc1ccccc1O,-1
O=S(=O)(CCN1CCC(n2cccc2)CC1)c1ccc(F)cc1,-3
CCn1c(C(=O)N2CCCC(C(=O)NCCCc3ccccc3)C2)cc2sccc21 (stereo unspecified),7
COC(=O)c1c(NC(=O)C2CC(=O)NN2Cc2ccccc2)sc(C)c1C (stereo unspecified),?
NC(=O)NCCc1ccccc1,10
Cc1c(S(=O)(=O)c2ccc(Cl)cc2)csc1C(=O)N(Cc1ccccc1)Cc1cccnc1,2
C[C@@H]1CN([C@@H](C)CO)C(=O)Cc2cc(NS(=O)(=O)c3cccs3)ccc2O[C@@H]1CN(C)S(=O)(=O)c1ccc(Cl)cc1,-2
C[C@H]1CN([C@@H](C)CO)C(=O)c2cccc(NS(=O)(=O)c3ccc(Cl)cc3)c2O[C@H]1CN(C)S(=O)(=O)c1ccc(F)cc1,-1
Cc1ccc(S(=O)(=O)N(C)C[C@H]2Oc3ccc(NC(=O)Nc4ccc(C(F)(F)F)cc4)cc3CC(=O)N([C@@H](C)CO)C[C@@H]2C)cc1,2
CC(=O)NC(=O)NCc1ccccc1,2
Cc1ccc(S(=O)(=O)Nc2cccc3c2O[C@@H](CN(C)C(=O)Nc2ccc(F)cc2)[C@H](C)CN([C@@H](C)CO)C3=O)cc1,-4
COc1ccc(CN(C)C[C@H]2OCCCC[C@@H](C)Oc3ccc(NC(=O)Nc4ccccc4)cc3C(=O)N([C@H](C)CO)C[C@@H]2C)cc1,21
CC(C)(C)c1cc(-c2cccs2)c(C#N)c(SCC(=O)Oc2ccccc2)n1,16
COc1ccc(NC(=O)N(C)C[C@H]2Oc3ccc(NC(=O)Nc4ccc(C(F)(F)F)cc4)cc3CC(=O)N([C@@H](C)CO)C[C@@H]2C)cc1,2
CC(C)(C)c1ccc(/C=N/n2cnnc2)cc1,-13
O=c1c2ccccc2nc2c3ccccc3c(N3CCOCC3)nn12,14
# Other entries:
SMILES,U2OS ROS induce
COc1cc2c(cc1OC)C(C)N(C(=O)c1cc3c(C)cc(C)cc3[nH]1)CC2 (stereo unspecified),2
C[C@H](CO)N1C[C@H](C)[C@H](CN(C)S(=O)(=O)c2cn(C)cn2)Oc2ncc(C#CC(C)(C)O)cc2C1=O,11
C[C@@H]1CN([C@@H](C)CO)C(=O)c2cccc(NC(=O)c3nc4ccccc4s3)c2O[C@@H]1CN(C)CC1CC1,1
Cc1ccc(-n2c(C)nnc2SCC(=O)Nc2ccc(Br)cc2F)cc1,2
COC(=O)c1ccccc1N=C(C)C1=C(O)c2ccccc2C1=O,26
Cn1c(SCC(=O)Nc2ccccc2C(F)(F)F)nnc1-c1ccco1,16
CCOC(=O)c1c(NC(=O)c2cc(S(=O)(=O)N3CCOCC3)ccc2OC)sc2c1CCC2,1
COCCOC(=O)N1C(=O)[C@@]2(c3cc(C#CCCO)ccc31)[C@H](C(N)=O)[C@H]1C(=O)O[C@H](c3ccccc3)[C@H](c3ccccc3)N1[C@@H]2c1ccc(OCCO)cc1,48
C[C@H]1CN([C@@H](C)CO)C(=O)CCCn2cc(nn2)CO[C@H]1CN(C)CC1CCCC1,-5
C[C@H](CO)N1C[C@H](C)[C@@H](CN(C)C(=O)C2CC2)OCc2cnnn2CCCC1=O,-12
C[C@@H]1CN([C@@H](C)CO)C(=O)c2cc(NC(=O)Nc3ccc(C(F)(F)F)cc3)ccc2O[C@@H]1CN(C)C(=O)Nc1ccc(C(F)(F)F)cc1,27
C[C@@H]1O[C@@H](O[C@@H]2C=C(CO)[C@H]3[C@H](O[C@@H]4O[C@H](CO)[C@@H](O)[C@H](O)[C@H]4O)OC=C[C@H]32)[C@H](O)[C@H](O)[C@H]1OC(=O)/C=C/c1ccccc1,-9
C[C@H]1CN([C@@H](C)CO)C(=O)CCCn2cc(nn2)CO[C@H]1CN(C)Cc1cccc(C(=O)O)c1,26
Cc1ccc(C)c(-n2nnnc2SCC(=O)Nc2c(C)n(C)n(-c3ccccc3)c2=O)c1,-10
O=C(NCC(=O)N1CCCCCC1)c1cccs1,-6
COc1ccc(CN(C)C[C@H]2Oc3ccc(NC(=O)Nc4c(C)noc4C)cc3CC(=O)N([C@@H](C)CO)C[C@@H]2C)cc1,-8
O=C(Cc1ccccc1)NN(c1ccccc1)c1ccccc1,-17
C[C@@H]1CCCCO[C@@H](CN(C)S(=O)(=O)c2ccc(Cl)cc2)[C@@H](C)CN([C@H](C)CO)C(=O)c2cc(NS(=O)(=O)c3cccs3)ccc2O1,94*
COc1c(O)c(C(=O)/C=C\c2ccccc2)c(OC)c(OC)c1OC,56
CC(=O)Nc1ccc(S(=O)(=O)N(C)CC(=O)O)cc1,0
N#C/C(=C\c1ccc(O)c(O)c1)C(N)=O,0
CC(Oc1ccc(Br)cc1)c1nc(-c2ccccn2)no1 (stereo unspecified),7
CSc1cccc(NC(=O)CSc2nc3ccccc3[nH]2)c1,-2
COc1cc(OC)c(-c2c(OC)cc(OC)cc2OC)c(OC)c1,-1
CC1(C)[C@@H](OC(=O)CCC(=O)O)CC[C@]2(C)[C@H]3C(=O)C=C4[C@@H]5C[C@@](C)(C(=O)O)CC[C@]5(C)CC[C@@]4(C)[C@]3(C)CC[C@@H]12,-8
# The list continues:
SMILES,U2OS ROS induce
CC(C)[C@H](N)C(=O)N[C@@H](Cc1c[nH]c2ccccc12)C(=O)O,-11
CCC(=O)Nc1ccc2c(C)cc(C)nc2n1,-15
C[C@H](CO)N1C[C@H](C)[C@H](CN(C)CC2CC2)Oc2ccc(NS(=O)(=O)c3cccs3)cc2C1=O,-19
Cc1ccc(Cl)c(OCC(O)Cn2cnc3ccccc32)c1 (stereo unspecified),9
C[C@@H]1CN([C@H](C)CO)C(=O)CCCn2nncc2CO[C@H]1CN(C)Cc1ccc2c(c1)OCCO2,2
C[C@H](CO)N1C[C@H](C)[C@H](CN(C)S(=O)(=O)c2cccs2)Oc2ccc(NC(=O)c3ccncc3)cc2C1=O,1
Cc1cc(C)c(C)c(Cn2cnc3ccccc32)c1C,-5
Cc1noc(C)c1S(=O)(=O)Nc1ccc2c(c1)CC(=O)N([C@H](C)CO)C[C@@H](C)[C@H](CN(C)CC1CC1)O2,8
CCCN1CCC2(CC1)C(C#N)=C(S)NC(=O)C2C#N (stereo unspecified),14
CC1=CS(=O)(=O)CC1Sc1nc2ccccc2[nH]1 (stereo unspecified),11
O=C(NCCN1CCOCC1)C(=O)NCC1COc2ccccc2O1 (stereo unspecified),-4
O=S(=O)(Nc1ncccn1)c1ccc(NC(=S)Nc2ccc(F)c(Cl)c2)cc1,-9
O=C(CCn1cnc2ccccc2c1=O)Nc1ccc(Cl)c(Cl)c1,-9
C[C@H](CO)N1C[C@H](C)[C@@H](CN(C)S(=O)(=O)c2cn(C)cn2)Oc2ccc(NC(=O)Cn3cnnn3)cc2C1=O,-3
CCN1C(=O)/C(=C\c2ccsc2)SC1=S,9
COc1cc(/C=N/n2cnc3c(sc(=S)n3C)c2=O)ccc1O,-1
COCCOC(=O)N1C(=O)[C@@]2(c3cc(C#CC4(O)CCCCCC4)ccc31)[C@H](C(=O)NC[C@H](O)c1ccccc1)[C@H]1C(=O)O[C@H](c3ccccc3)[C@H](c3ccccc3)N1[C@@H]2c1ccccc1OCCO,141*
COc1ccc(/C=C2\CC/C(=C\c3ccc(C)cc3)C2=O)cc1,9
Cc1ccc(NC(=O)c2ccc(CSc3ncnc4nc[nH]c34)cc2)cc1,26
COc1ccccc1C1CCN(C(=O)c2cccs2)CC1,3
CCC(=O)Nc1ccc(S(=O)(=O)Nc2cccnc2)cc1,-2
CSc1sc(C(=O)NN)cc1-c1nc(C)cs1,5
Cc1cc(N2CCCC2)ccc1/C=C(/C#N)c1ccc(F)cc1,74
CNC[C@@H]1Oc2c(NC(=O)C3CCCCC3)cccc2C(=O)N([C@@H](C)CO)C[C@@H]1C,-8

# An excerpt from above in order of length of the SMILES, rising.
SMILES,U2OS ROS induce
CCN1C(=O)/C(=C\c2ccsc2)SC1=S,9
CSc1sc(C(=O)NN)cc1-c1nc(C)cs1,5
Cc1cc(C)c(C)c(Cn2cnc3ccccc32)c1C,-5
Cc1ccc(Cl)c(OCC(O)Cn2cnc3ccccc32)c1 (stereo unspecified),9
CCC(=O)Nc1ccc(S(=O)(=O)Nc2cccnc2)cc1,-2
O=C(NCCN1CCOCC1)C(=O)NCC1COc2ccccc2O1 (stereo unspecified),-4
Cc1cc(N2CCCC2)ccc1/C=C(/C#N)c1ccc(F)cc1,74
COc1cc(/C=N/n2cnc3c(sc(=S)n3C)c2=O)ccc1O,-1
COc1ccc(/C=C2\CC/C(=C\c3ccc(C)cc3)C2=O)cc1,9
Cc1ccc(NC(=O)c2ccc(CSc3ncnc4nc[nH]c34)cc2)cc1,26
O=S(=O)(Nc1ncccn1)c1ccc(NC(=S)Nc2ccc(F)c(Cl)c2)cc1,-9
CNC[C@@H]1Oc2c(NC(=O)C3CCCCC3)cccc2C(=O)N([C@@H](C)CO)C[C@@H]1C,-8
C[C@H](CO)N1C[C@H](C)[C@H](CN(C)CC2CC2)Oc2ccc(NS(=O)(=O)c3cccs3)cc2C1=O,-19
C[C@H](CO)N1C[C@H](C)[C@H](CN(C)S(=O)(=O)c2cccs2)Oc2ccc(NC(=O)c3ccncc3)cc2C1=O,1
Cc1noc(C)c1S(=O)(=O)Nc1ccc2c(c1)CC(=O)N([C@H](C)CO)C[C@@H](C)[C@H](CN(C)CC1CC1)O2,8
C[C@H](CO)N1C[C@H](C)[C@@H](CN(C)S(=O)(=O)c2cn(C)cn2)Oc2ccc(NC(=O)Cn3cnnn3)cc2C1=O,-3

# Assay outcomes (PubChem BioAssay)

# An excerpt (hit frequency here may not be typical).
